High-throughput results: PubChem, several laboratories
mABHD4 FP: ABHD4 (mouse) inhibition, primary FP screen; Q8VD66; purified mABHD4, FP-Rh probe fluorescence polarization; inhibition, % at 8.92 µM; 0.54% of 370,000 active; AID 720543;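 active = inhibition exceeding the mean over every tested compound plus 3 SD, cut at about 30% in these data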;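 note: 0% = plate median of compound wells and 100% = S159A mutant with DMSO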
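assay system = mABHD4 protein | compound dosing = single nominal dose of 8.92 µM, 0.89% DMSO final | read-out basis = percent inhibition of probe binding, normalized to plate controls | schedule = Enzyme–compound pre-incubation 45 min, then probe 60 min, both 25 °C | detection = fluorescence polarization, excitation 525 nm, emission 598 nm, BODIPY TMR filters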
TCR-CD3 inh: blocks the human TCR-CD3 interaction; inhibition, % at 9.4 µM; AID 651800; 0.37% of 360,000 active; TAMRA-labeled TCR probe fluorescence, biochemical; in the data active = inhibition above about 19%;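 note: recombinant mutant TCR 2C K166C tagged with TAMRA read by polarization; 0% = receptor in buffer alone and 100% = receptor with positive control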
SIAE inh: inhibitors of human sialic acid acetylesterase SIAE; Q9HAT2; SIAE FP-Rh probe binding, fluorescence polarization; inhibition, % at 9.66 µM; 0.69% of 370,000 active; AID 1053197;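 active = inhibition above a cutoff: mean of compounds within the control limits plus 3 SD of those, cut at about 17% in these data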;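 note: 0% = plate median of compound wells and 100% = probe without SIAE protein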
HTRA1 inhibitor: blocks human HTRA1 serine peptidase. inhibition, % at 5.96 µM. 0.5% of 340,000 active. Q92743. AID 504803. recombinant HTRA1, FP-rhodamine activity-based probe, fluorescence polarization; in the data active = inhibition above about 36%;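 note: 0% = enzyme with DMSO and 100% = wells lacking enzyme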
MBD2 DNA inh: inhibitors of human MBD2 binding to methylated oligonucleotide; TR-FRET; inhibition, % at 4.4 µM; 0.31% of 370,000 active; in the data active = inhibition above about 13%
rCAG RNA binder: binds r(CAG) RNA repeats. r(CAG) RNA repeat, TO-PRO-1 dye displacement fluorescence. inhibition, % at 3 µM. 1.3% of 370,000 active;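 active = inhibition above the plate cutoff, the mean of all test compounds on that plate plus 3 SD, cut at about 35% in these data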;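 note: 0% = DMSO alone and 100% = 100 µM mitoxantrone as full dye displacement; higher means more dye released from RNA so lower well fluorescence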
UHRF1 binding: human UHRF1 methylated DNA binding inhibitors; UHRF1 binding to methylated oligo, TR-FRET; inhibition, % at 4.4 µM; 0.75% of 370,000 active; AID 687016; in the data active = inhibition above about 21%;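 note: UHRF1 SRA domain binding a hemimethylated CpG hairpin DNA probe; 0% = median of test compound wells and 100% = reference inhibitor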
Target sequence (Q96T88 whole entry, looked up, the tested form may be a part): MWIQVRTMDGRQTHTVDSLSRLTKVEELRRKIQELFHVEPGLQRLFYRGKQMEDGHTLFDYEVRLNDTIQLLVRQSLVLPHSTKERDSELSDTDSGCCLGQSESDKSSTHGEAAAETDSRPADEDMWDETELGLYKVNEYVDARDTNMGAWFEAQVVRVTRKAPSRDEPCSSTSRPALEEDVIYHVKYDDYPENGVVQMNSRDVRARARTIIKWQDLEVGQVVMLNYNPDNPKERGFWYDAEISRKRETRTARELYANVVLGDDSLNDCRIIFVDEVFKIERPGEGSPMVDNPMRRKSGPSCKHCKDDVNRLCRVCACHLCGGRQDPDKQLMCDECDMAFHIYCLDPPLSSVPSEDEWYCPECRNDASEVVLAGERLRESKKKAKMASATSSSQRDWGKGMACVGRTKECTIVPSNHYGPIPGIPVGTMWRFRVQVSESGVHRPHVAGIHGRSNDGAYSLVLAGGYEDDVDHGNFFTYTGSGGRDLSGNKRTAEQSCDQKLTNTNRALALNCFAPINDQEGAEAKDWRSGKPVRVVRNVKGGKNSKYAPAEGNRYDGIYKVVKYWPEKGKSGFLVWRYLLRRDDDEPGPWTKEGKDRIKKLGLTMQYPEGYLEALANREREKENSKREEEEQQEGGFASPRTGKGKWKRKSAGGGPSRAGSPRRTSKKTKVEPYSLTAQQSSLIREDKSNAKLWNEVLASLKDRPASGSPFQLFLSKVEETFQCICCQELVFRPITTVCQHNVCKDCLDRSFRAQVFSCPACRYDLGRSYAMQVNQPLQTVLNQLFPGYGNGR
PRMT1 inh: blocks human protein arginine methyltransferase 1; recombinant PRMT1, activity-based probe fluorescence polarization; inhibition, % at 2.79 µM; 1.3% of 370,000 active;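 active = inhibition above about 21% made by adding two undisclosed values, limit read from the data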
NPR1 activator: GC-A (human) enzyme activation; HEK293 GC-A cells, cGMP TR-FRET, EC30 ANP; 0% at EC30 ANP, 100% saturating ANP; 0.14% of 370,000 active; P16066; activation, % at 10 µM; in the data active = activation above about 40%
GC-B act: GC-B (human) receptor activation; activation, % at 10 µM; 0.11% of 370,000 active; HEK293-GC-B cells, CNP EC30, cGMP TR-FRET; 0% at EC30 CNP, 100% saturating CNP; P20594;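 active = activation at 10 µM reaching about 35% in either raw or pattern-adjusted values, limit read from the data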
* = called active by the depositor; . = no result given. This is a subset; the hit share may differ from the screen's.

SMILES	mABHD4 FP	TCR-CD3 inh	SIAE inh	HTRA1 inhibitor	MBD2 DNA inh	rCAG RNA binder	UHRF1 binding	PRMT1 inh	NPR1 activator	GC-B act
COc1ccccc1NC(=O)C(C)OC(=O)C(C)SCC(=O)Nc1ccc(C)cc1 (stereo not given)	-10	-2	-3	-10	4	-7	0	0	-2	-6
COc1ccc(C(C(=O)NCC2CCCO2)N(C(=O)Cn2nnc3ccccc32)c2ccccc2C(C)=O)cc1OC (stereo not given)	0	-3	-2	5	-2	-2	1	5	1	0
COc1ccc(N2CCC(CNC(=O)Nc3ccccc3)C2)cc1 (stereo not given)	0	-5	6	19	1	13	-4	14	-1	3
O=C(NC1CCCCCC1)c1cc(S(=O)(=O)N2CCC3(CC2)OCCO3)ccc1F	0	3	-6	-6	0	-6	2	-5	-1	0
O=C(Nc1nnc(-c2ccccn2)o1)c1ccc(Br)cc1	3	-5	-1	11	-1	8	-1	0	-4	-1
CCn1c(SCc2cccnc2)nnc1-c1c[nH]c2ccccc12	-2	-1	1	-6	1	3	-2	0	-1	-2
Oc1c(Cl)cc(Cl)cc1CNc1ccc(Br)cn1	-7	-1	-1	-20	-1	12	6	0	-14	-15
CC(C)(C)OC(=O)N1CCOCCOCCN(C(=O)OC(C)(C)C)CCOCCOCC1	13	-4	1	3	3	-3	1	1	-4	4
CCOCCOc1cc(NCc2ccccc2)c2ncn(C(C)C)c2c1	27	1	4	3	-4	-6	-2	2	3	8
CCOCCCNC(=O)C(NC(=O)Cc1cccs1)c1ccccc1 (stereo not given)	3	3	-1	12	-5	-3	3	-6	0	-4
O=C(CSc1nnc(NC(=O)C2CC2)s1)NCc1ccccc1Cl	-2	4	5	-7	-7	-1	1	1	-4	4
CCCCOc1ccc(C2NC(=O)NC(C)=C2C(C)=O)cc1OCC (stereo not given)	1	-5	0	4	-1	-7	-2	-4	0	-2
Cc1ccc(Cl)c(OCCCCN2CCC(C)CC2)c1	-4	4	-4	10	1	1	-1	0	2	3
Cc1ncoc1C(=O)N1CCCC(C(=O)c2ccc3c4c(cccc24)CC3)C1 (stereo not given)	-3	-13	0	-5	-7	0	1	2	0	-4
COC(=O)C1=C(C)NC(=O)CC1c1ccccc1 (stereo not given)	-2	0	-3	-2	3	1	1	2	-6	2
COc1cc(/C=N/NC(=O)c2ccc(N)cc2)ccc1OC(=O)c1cccc(C)c1	5	1	22*	-29	-1	3	2	-4	0	2
O=C1C=CC(=O)c2c(O)c(N3CCN(CCOCCO)CC3)c(Br)c(O)c21	46*	75*	24*	31	10	53*	40*	66*	0	-9
CC1CCCCC1NC(=O)CSc1nncs1 (stereo not given)	-1	-3	0	8	14*	-2	0	0	1	5
NNC(=O)C1SCCN1S(=O)(=O)c1ccc(Cl)cc1 (stereo not given)	-13	3	5	-25	-1	5	0	1	5	-4
CCN1CCN(c2ccc(S(=O)(=O)N3CCOCC3)cc2NC(=O)C(C)Oc2ccc(F)cc2)CC1 (stereo not given)	4	3	-7	11	0	0	3	-1	3	2
CN(C)C(=O)c1ccc(NC(=O)CC2SC(N3CCCC3)=NC2=O)cc1 (stereo not given)	-4	-1	0	-1	4	-11	-2	-4	2	6
CC1(C)Cc2c(sc(NC(=O)C(=O)N3CCCCC3)c2C(=O)O)CO1	8	-5	4	3	2	8	4	3	-3	-3
Cc1ccccc1NC1=NS(=O)(=O)c2ccccc21	1	5	4	5	-4	-2	-4	-1	0	2
O=C1NC(c2ccc(Cl)c([N+](=O)[O-])c2)Nc2ccccc21 (stereo not given)	-5	3	-6	-1	-2	2	2	-3	-10	-9
COc1cc2c(C(=O)NCc3ccc4c(c3)OCO4)cn(CC(C)C)c(=O)c2cc1OC	5	-4	-6	0	4	-7	0	2	5	10

MBD2 DNA inh, hit marks shown above
Molecule	TCR-CD3 inh	SIAE inh	HTRA1 inhibitor	MBD2 DNA inh	UHRF1 binding	PRMT1 inh	NPR1 activator	GC-B act
CC1CCCCC1NC(=O)CSc1nncs1 (stereo not given)	-3	0	8	14*	0	0	1	5

Next section
SMILES	mABHD4 FP	TCR-CD3 inh	SIAE inh	HTRA1 inhibitor	MBD2 DNA inh	rCAG RNA binder	UHRF1 binding	PRMT1 inh	NPR1 activator	GC-B act
O=C(CN(C(=O)c1nsc(Cl)c1Cl)c1cccc(F)c1)NC1CCCC1	1	-6	-1	-2	-1	-3	-3	1	-10	-5
O=C(O)CC1CCCC(c2ccccc2)C1=O (stereo not given)	1	1	4	-2	-6	1	0	3	5	0
CCN1CCN(S(=O)(=O)CC2(C)C3CCC2(C)C(=O)C3Br)CC1 (stereo not given)	-11	-4	-3	1	-4	0	2	-7	2	-2
O=C(NCc1cn2ccccc2n1)C1CCC(=O)N(Cc2ccccc2F)C1 (stereo not given)	4	-4	8	4	1	0	0	3	1	-1
CCOC(=O)c1cc(-c2ccccc2)sc1NC(=O)C(C)N1C(=O)c2ccccc2C1=O (stereo not given)	3	4	-13	-4	-5	4	-4	1	4	-2
CCN(CC)S(=O)(=O)c1ccc(N2CCOCC2)c(NC(=O)c2cc(=O)[nH]c3ccccc23)c1	6	3	5	-1	-3	-5	0	-2	-6	3
COc1ccc(NC(=O)Nc2ccc3c(c2)C(=O)N([C@H](C)CO)C[C@@H](C)[C@@H](CN(C)C(=O)C2CCCCC2)OCCCC[C@H](C)O3)cc1	2	5	7	-7	-4	6	1	-1	4	5
CN(Cc1ccccc1)C(=O)COc1ccc(-c2nnco2)cc1	4	9	-1	-3	-5	1	-1	-3	0	3
COc1cc(Cl)ccc1OCc1cc(C(=O)N2C[C@]3(C)C[C@H]2CC(C)(C)C3)no1	32*	7	-7	-24	-1	-4	-1	1	0	0
CCOc1ccc(-n2nnnc2SCC(=O)Nc2cccc(O)c2)cc1	-4	-3	-15	-2	-1	5	0	-2	-3	-1
CC(C)C[C@@H](CN)NC(=O)c1nc[nH]c1C(=O)N[C@@H](CC(C)C)C(=O)CNC[C@H](C)NC(=O)c1nc[nH]c1C(=O)N[C@@H](CC(=O)O)C(=O)O	6	1	5	5	1	4	2	1	-1	-1
O=C(CSc1nnc(CNC(=O)c2cccs2)o1)NC1CCCCC1	2	4	3	5	-4	3	-1	-1	1	-2
Cc1cc(-n2ccnc2)n2c(nc3ccccc32)c1C#N	-2	6	-1	-2	0	5	-1	0	3	-6
NS(=O)(=O)c1ccc(NC(=O)COC(=O)CSCc2ccc(F)cc2)cc1	3	2	4	1	-2	4	-2	0	-2	-6
CC(C)CC1NC(=O)N(CC(=O)Nc2cccc(Br)c2)C1=O (stereo not given)	-4	2	1	-2	-1	0	-1	-3	-3	1
COCCN(C(=O)c1ccco1)c1nc(-c2ccccc2)cs1	-11	-5	1	-15	2	-1	0	-2	-4	-3
CN(c1ccc(OCC(=O)N2CCCC2)cc1)S(=O)(=O)c1ccc(Cl)cc1	-10	-7	-3	-4	1	2	-2	4	0	-5
CC(C)Cc1cc(CNC(=O)C2CCC(=O)N(CCc3cccc(F)c3)C2)on1 (stereo not given)	-2	-3	-3	1	3	-6	-5	0	2	-3
Cc1cnc(C)c(Nc2nc(C(N)CCc3ccccc3)cs2)n1 (stereo not given)	8	7	10	.	-3	12	-5	1	-6	-3
COc1ccc(CCn2c(C)cc(C(=O)CN3C(=O)C(=O)N(Cc4ccco4)C3=O)c2C)cc1	0	-3	-2	-6	1	22	-1	0	-3	-7
COc1ccc(OCC(=O)Nc2c(C(=O)N3CCC(N4CCCCC4)CC3)oc3ccccc23)cc1	-3	4	3	2	-8	-6	-1	-7	1	-4
CCOC(=O)c1cccc(NC(=O)CCc2ccccc2)c1	9	1	-1	-8	1	-6	3	3	9	2
CCc1nnc2n1N=C(c1ccc(OC)cc1)CS2	-3	8	6	2	0	0	-3	1	0	1
O=C(C[n+]1cccc(C(=O)Nc2ccccc2)c1)c1ccc([N+](=O)[O-])cc1	9	-1	9	5	-5	7	-4	-1	2	-5
COc1ccc(CN(C(=O)CSc2nnc(-c3ccccc3C)o2)c2ccc(F)cc2)cc1	-13	-4	-12	-52	-3	-2	1	-4	-1	7

Arranged by value in PRMT1 inh (falling): 5 of the compounds above
Molecule | PRMT1 inh
CC(C)(C)OC(=O)N1CCOCCOCCN(C(=O)OC(C)(C)C)CCOCCOCC1 | 1
O=C(Nc1nnc(-c2ccccn2)o1)c1ccc(Br)cc1 | 0
CCN1CCN(c2ccc(S(=O)(=O)N3CCOCC3)cc2NC(=O)C(C)Oc2ccc(F)cc2)CC1 (stereo not given) | -1
CCOc1ccc(-n2nnnc2SCC(=O)Nc2cccc(O)c2)cc1 | -2
CCN1CCN(S(=O)(=O)CC2(C)C3CCC2(C)C(=O)C3Br)CC1 (stereo not given) | -7

(listing goes on)
SMILES	mABHD4 FP	TCR-CD3 inh	SIAE inh	HTRA1 inhibitor	MBD2 DNA inh	rCAG RNA binder	UHRF1 binding	PRMT1 inh	NPR1 activator	GC-B act
Fc1ccc(-c2nc3ccc(Cl)cn3c2Cc2cccc(Cl)c2)cc1	-37	3	0	.	2	21	16	0	1	12
CCOC(=O)/C(C(N)=NCCO)=C(/O)c1ccccc1	1	5	3	1	-1	-1	4	0	2	3
O=C(CCCn1cnc([N+](=O)[O-])n1)Nc1cccc(O)c1	0	-3	2	.	2	4	-2	2	-3	2
C=C(C)Cn1c(CCCNC(=O)C(C)(C)C)nc2ccccc21	7	8	1	8	-1	-9	1	0	-7	3
COc1ccc(NC(=O)CC(=O)Nc2ccc(OC)cc2OC)c(OC)c1	6	2	8	6	2	-6	0	-4	4	1
COCCNC(=O)c1cnn2c(C(F)(F)F)cc(-c3ccc(C)cc3)nc12	-2	7	3	-4	1	-3	-2	-2	8	4

Structures from the list above that contain a thiophene ring, fused or not, in the order listed:
SMILES	mABHD4 FP	TCR-CD3 inh	SIAE inh	HTRA1 inhibitor	MBD2 DNA inh	rCAG RNA binder	UHRF1 binding	PRMT1 inh	NPR1 activator	GC-B act
CCOCCCNC(=O)C(NC(=O)Cc1cccs1)c1ccccc1 (stereo not given)	3	3	-1	12	-5	-3	3	-6	0	-4
CC1(C)Cc2c(sc(NC(=O)C(=O)N3CCCCC3)c2C(=O)O)CO1	8	-5	4	3	2	8	4	3	-3	-3
CCOC(=O)c1cc(-c2ccccc2)sc1NC(=O)C(C)N1C(=O)c2ccccc2C1=O (stereo not given)	3	4	-13	-4	-5	4	-4	1	4	-2
O=C(CSc1nnc(CNC(=O)c2cccs2)o1)NC1CCCCC1	2	4	3	5	-4	3	-1	-1	1	-2
